ANO1 activ: activates or potentiates the mouse TMEM16A chloride channel. B-score at 10 µM. AID 623877. Q8BHY3. HEK293 TMEM16A/YFP-H148Q/I152L, iodide quench fluorescence; active compounds read low. 0.3% of 340,000 active;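 active = fluorescence-ratio B-score plate-corrected deviation score at least 3 library SD below zero, with starting fluorescence score within 5 deviations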;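 note: channel opened by trigger with iodide after compound preincubation; score built on the fluorescence ratio of max minus min over baseline; more negative score means more quench and so TMEM16A activation or potentiation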
TRPC6 activator: activators of mouse TRPC6 channel | B-score at 10 µM | HEK293-TRPC6 membrane potential dye fluorescence; active compounds read high | 0.13% of 310,000 active | Q61143;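 active = B-score of the integrated fluorescence ratio above library mean plus 3 SD, and starting fluorescence ratio within library mean plus 5 SD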;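 note: higher score means more depolarization so channel activation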
RGS4 inh: human RGS4 inhibition; B-score at 10 µM; HEK293 M3R/RGS4 inducible, Fluo-4 calcium flux; active compounds read high; triggered by carbachol at its EC20; P49798; 0.45% of 310,000 active; AID 463165;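 active = B-score, a plate-corrected calcium signal, over three deviations above library mean, with baseline fluorescence within five deviations of library mean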;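 note: RGS4 expression induced by doxycycline in cells with stable M3 receptor; B-score is computed from the integrated fluorescence ratio over baseline after carbachol; higher B-score means a larger calcium signal and so more RGS4 inhibition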
TRPC4 block: inhibitors of mouse TRPC4 channel; 0.39% of 300,000 active; B-score at 10 µM; HEK293 TRPC4beta/mu-opioid, DAMGO-evoked Fluo4 calcium flux; active compounds read low; Q9QUQ5;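 active = B-score over 3 SD under the library average, no early fluorescence shift, positive overall ratio signal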
Target sequence (Q9QUQ5 whole entry, looked up): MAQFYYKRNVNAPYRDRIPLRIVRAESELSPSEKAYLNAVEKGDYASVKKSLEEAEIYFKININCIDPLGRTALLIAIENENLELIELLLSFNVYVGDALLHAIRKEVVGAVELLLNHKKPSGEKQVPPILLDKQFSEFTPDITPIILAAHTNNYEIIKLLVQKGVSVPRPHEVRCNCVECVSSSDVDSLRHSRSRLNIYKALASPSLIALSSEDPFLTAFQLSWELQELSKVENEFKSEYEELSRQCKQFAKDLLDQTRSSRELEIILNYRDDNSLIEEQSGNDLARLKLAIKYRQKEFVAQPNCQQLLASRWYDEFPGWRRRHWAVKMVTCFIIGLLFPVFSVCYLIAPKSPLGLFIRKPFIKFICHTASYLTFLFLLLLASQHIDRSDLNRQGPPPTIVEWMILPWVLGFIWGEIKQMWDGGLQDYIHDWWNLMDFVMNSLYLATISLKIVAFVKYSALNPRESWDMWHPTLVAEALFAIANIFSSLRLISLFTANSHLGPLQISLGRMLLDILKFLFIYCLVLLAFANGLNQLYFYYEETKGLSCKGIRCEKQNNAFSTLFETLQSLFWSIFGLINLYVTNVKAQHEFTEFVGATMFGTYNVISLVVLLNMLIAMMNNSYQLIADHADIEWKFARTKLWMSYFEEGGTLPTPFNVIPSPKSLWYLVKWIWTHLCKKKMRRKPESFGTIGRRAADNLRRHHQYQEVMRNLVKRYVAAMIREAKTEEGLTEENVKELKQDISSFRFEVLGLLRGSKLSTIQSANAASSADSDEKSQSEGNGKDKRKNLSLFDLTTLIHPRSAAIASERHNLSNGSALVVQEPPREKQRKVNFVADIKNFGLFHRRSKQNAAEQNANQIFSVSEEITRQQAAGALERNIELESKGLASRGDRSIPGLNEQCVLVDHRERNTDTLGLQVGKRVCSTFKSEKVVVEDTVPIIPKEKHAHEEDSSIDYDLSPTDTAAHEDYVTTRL
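Material: HEK293 cells with stable TRPC4beta plus mu-opioid receptor expression / Probe or stimulus: DAMGO in two steps, submaximal then maximal / Compound: single concentration per test compound / Technique: kinetic Fluo4 fluorescence imaging of calcium influx / Read-out: per-well B score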
TRPC4 act: TRPC4 (mouse) channel activation; Q9QUQ5; HEK293 TRPC4beta/mu-opioid, Fluo4 calcium fluorescence; active compounds read high; B-score at 10 µM; 0.49% of 310,000 active;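 active = B-score above 5 SD of library B-scores, and initial fluorescence ratio not above library mean plus 5 SD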;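 note: positive B-score marks a calcium rise read as TRPC4 activation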
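Incubation: 45 min room-temperature Fluo4 loading, 110 s read / System: HEK293 cells stably co-expressing mouse TRPC4beta and mu-opioid receptor / Signal: Fluo4 fluorescence, kinetic / Control set: buffer (low) and maximal DAMGO (high) / Measure: integrated baseline-normalised fluorescence ratio, converted to per-well B score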
MrgX1 allo act: allosterically activates human MrgX1 receptor signaling; B-score at 10 µM; MrgX1-HEK293, Fluo-4 calcium flux, FDSS; active compounds read high; AID 588675; 0.63% of 310,000 active; Q96LB2;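 active = plate-corrected calcium response at least 3 library SD above typical, normal starting fluorescence, not activating the receptor alone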;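 note: compound read alongside a low EC10 to EC30 dose of BAM8-22 agonist; peak minus trough fluorescence over baseline measured at the second addition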
TMEM16A inh: mouse TMEM16A channel inhibition, primary screen. HEK293 TMEM16A/YFP iodide influx fluorescence, ionomycin. 1.2% of 310,000 active. AID 588511. normalized B-score (activity score, 25-100; higher = stronger inhibition) at 10 µM;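 active = ratio plate-corrected score three or more library SD toward inhibition, starting fluorescence score within five deviations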;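 note: score derived from kinetic fluorescence span divided by baseline fluorescence per well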
MrgX1 agonist: activates human MrgX1 receptor signaling. MrgX1-HEK293 cells, Fluo-4 calcium fluorescence, agonist mode; active compounds read high. Q96LB2. B-score at 10 µM. 0.44% of 310,000 active;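 active = calcium response B-score plate-corrected fluorescence ratio at least 3 library SD, with starting fluorescence B-score inside 5 SD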
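Material: MrgX1-expressing HEK293 cells; input: 15,000 cells per well; doses: test compound given as first of three sequential additions; schedule: overnight plating before 1 h dye loading; technique: Fluo-4 NW calcium-flux fluorescence, kinetic read; evaluation: baseline-normalised fluorescence change ratio, B-scored; control set: plate-wise positive and negative controls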
TRPC4 PAM: allosterically enhances the mouse TRPC4 cation channel; B-score at 10 µM; 0.42% of 310,000 active; HEK293 TRPC4beta/mu-opioid, DAMGO EC20, Fluo-4 Ca2+ flux; active compounds read high; Q9QUQ5;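 active = B-score of calcium response area above 5 SD of library B-scores, with initial fluorescence ratio within 5 SD of library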;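 note: B-score of integrated fluorescence ratio over time as area under calcium response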
TRPC6 inh: blocks the mouse TRPC6 cation channel; HEK293-TRPC6, membrane potential dye, ACh-evoked depolarization; active compounds read low; B-score at 10 µM; 1.1% of 310,000 active;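 active = B-score under library mean minus 3 SD, initial fluorescence not abnormally high, positive integrated signal ratio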;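 note: B-score derived from integrated fluorescence ratio over the kinetic read; more negative B-score means stronger inhibition of depolarization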
MrgX1 antag: antagonists of human MrgX1 receptor; Q96LB2; MRGX1-HEK293 calcium flux, Fluo-4, BAM8-22 antagonism; active compounds read low; B-score at 10 µM; 1.3% of 310,000 active; AID 588676;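 active = calcium-response B-score plate-corrected more than 3 library SD below zero, starting fluorescence within 5 deviations, no agonist response on first addition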;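 note: peak minus trough fluorescence over baseline after final BAM8-22 challenge near maximal dose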
The depositor's hits bear a star; i = inactive; / = not tested or not shown.

SMILES	ANO1 activ	TRPC6 activator	RGS4 inh	TRPC4 block	TRPC4 act	MrgX1 allo act	TMEM16A inh	MrgX1 agonist	TRPC4 PAM	TRPC6 inh	MrgX1 antag
Brc1ccc(Nc2nc3ccccc3n3nnnc23)cc1	/	i	i	i	i	i	i	i	i	i	i
O=C1CN(C(=O)CN2CCCC2)C(c2ccccc2)c2cc(Br)ccc2N1 (stereo not given)	i	i	i	i	i	i	i	i	i	i	i
O=C(NCc1ccc2c(c1)OCO2)C12CN(Cc3ccccc3)CC1C(c1cccc([N+](=O)[O-])c1)=NO2 (stereo not given)	i	i	i	i	i	i	i	i	i	i	i
CN(/N=C/c1cc(Br)cc(Br)c1O)c1cccc(C(F)(F)F)n1	i	i	i	i	i	i	i	i	i	i	i
Cc1ccn2cc(C(=O)Nc3ccc4c(c3)OCCO4)nc2c1	i	i	i	i	i	i	i	i	i	i	i
CC(C)OCCCNC(=O)c1ccc(NS(C)(=O)=O)cc1	i	i	i	i	i	i	i	i	i	i	i
N#Cc1c(NC(=O)c2cnccn2)sc2c1CCCC2	i	i	i	i	i	i	i	i	i	i	i
COCCN(C(=O)COC(=O)CCc1ccc(OC)cc1)c1c(N)n(Cc2ccccc2)c(=O)[nH]c1=O	i	i	i	i	i	i	i	i	i	i	i
CC(=O)Nc1ccc(Nc2ncnc3c2cnn3-c2cccc(C)c2)cc1	i	i	i	i	i	i	i	i	i	i	i
COC(=O)C1=C(N)Oc2cc(C)[nH]c(=O)c2C1c1ccc(Cl)cc1 (stereo not given)	i	i	i	i	i	i	i	i	i	i	i
CCN1/C(=C2\SC(=S)N(Cc3ccccc3)C2=O)Sc2ccccc21	i	i	i	i	i	i	i	i	i	i	i
CCCCN(C)C(=O)CNC(=O)c1nn(-c2ccc(OC)cc2OC)c(=O)c2ccccc12	i	i	i	i	i	i	i	i	i	i	i
CCN(CC)CCn1c(=N)n(CC(=O)c2ccc(C)cc2)c2ccccc21	i	i	i	i	i	i	i	i	i	i	i
Cc1cc(-c2ccccc2)[nH]c(=O)c1C#N	i	i	i	i	i	i	i	i	i	i	i
C#CCOCCOCCOCCNc1nc(N2CCN(C(=O)[C@H](C(C)C)n3cc(CCO)nn3)CC2)nc(N2CCN(C(=O)[C@H](C(C)C)n3cc(CCO)nn3)CC2)n1	i	i	i	i	i	i	i	i	i	i	i
COC(=O)/C=C1\S/C(=N/N=C/c2ccccc2)NC1=O	i	i	i	i	i	i	i	i	i	i	i
COc1cccc(Nc2ncnc3sccc23)c1	i	i	i	i	i	i	i	i	i	i	i
COc1ccc(CCC(=O)Nc2ncc(C)s2)cc1OC	i	i	i	i	i	i	i	i	i	i	i
Cn1c(SCC(=O)N2CCCC2)nc2ccccc2c1=O	i	i	i	i	i	i	i	i	i	i	i
COc1ccc(CCNC(=O)c2cc3c(=O)n4ccccc4nc3n(CC3CCCO3)c2=N)cc1OC (stereo not given)	i	i	i	i	i	i	i	i	i	-5.05*	i
CCOC(=O)C1CCN(c2c(NCCN(CC)c3ccccc3)c(=O)c2=O)CC1	i	i	i	i	i	9.96*	i	i	i	i	i
COc1cccc(C2/C(=C(\O)c3ccc(OC)c(OC)c3)C(=O)C(=O)N2c2cc(C)on2)c1 (stereo not given)	i	/	/	/	/	i	i	i	/	/	i
CCCC(C(=O)NCc1ccco1)N(C(=O)CNS(=O)(=O)c1ccccc1)C1CCCC1 (stereo not given)	i	i	i	i	i	i	i	i	i	i	i
COc1cc(NS(=O)(=O)c2ccc(N/C=C\C(=O)c3ccc(F)cc3)cc2)nc(OC)n1	i	i	i	i	i	i	i	i	i	i	i
O=C(CCN1C(=O)c2ccccc2S1(=O)=O)NCc1ccccc1	i	i	i	i	i	i	i	i	i	i	i
Cc1cc(Nc2cc(Cl)cc(Cl)c2)nc(N)n1	i	i	i	i	i	i	i	40*	i	i	i
CCOC(=O)c1nnn(-c2nonc2N)c1-c1ccc(F)cc1	i	i	i	i	i	i	i	i	i	i	i
COC(=O)C1=C(C(=O)OC)[C@@H]2N(Cc3ccccc3)c3ccccc3[C@@]23C[C@@H](C(=O)OC)N(C(=O)NC(C)(C)C)C3=N1	i	i	i	i	i	i	i	i	i	i	i
Cc1ccc(S(=O)(=O)NCc2ccc(C(=O)NCCN(Cc3ccccc3)C(C)C)cc2)cc1	i	i	i	i	i	i	i	i	i	i	i
COc1ccc(C(=O)/C=C2\Sc3ccccc3N2C)cc1	i	i	i	i	i	i	i	i	i	i	i
Cc1nc2ncnn2c(C)c1C/C=C/c1ccccc1	i	i	i	i	i	i	i	i	i	i	i
NC(=O)CSc1nnc(CNc2ccc(F)cc2)n1CC1CCCO1 (stereo not given)	i	i	i	i	i	i	i	i	i	i	i
CCOC(=O)C1(Cc2ccc(OC)cc2)CCN(C(=O)CC2CCC(=O)N2)CC1 (stereo not given)	i	i	i	i	i	i	i	i	i	i	i
Cc1ccc(-c2csc3ncnc(-n4nnc5ccccc54)c23)cc1	i	i	i	i	i	i	i	i	i	i	i
Cc1ccc(SCC(=O)OCC(=O)NCCCc2ccccc2)cc1	i	i	i	i	i	i	i	i	i	i	i
COc1cc(/C=C/C(=O)OCC(=O)N2CCc3ccccc3C2)ccc1O	i	i	i	i	i	i	i	i	i	i	i
O=C(CSc1ncnc2c1oc1ccccc12)Nc1ccc2c(c1)OCCO2	i	i	i	i	i	i	i	i	i	i	i
Cc1ccccc1NC(=O)CCC(=O)OCCCC(F)(F)C(F)(F)F	i	i	i	i	i	i	i	i	i	i	i
O=C(O)c1ccc(S(=O)(=O)N(Cc2cccs2)CC2CCCO2)cc1 (stereo not given)	i	i	i	i	i	i	i	i	i	i	i
CCOc1ccc(NC(=O)CN(C)CC(=O)NC(C)c2ccccc2)cc1OCC (stereo not given)	i	i	i	i	i	i	i	i	i	i	i
O=[N+]([O-])c1ccc(N/N=C2/CCCCC2c2ccccn2)cc1 (stereo not given)	i	i	i	i	i	/	/	/	i	i	/
O=C(O)CSc1nnc(Cn2c(=O)sc3ccccc32)n1-c1cccc(Cl)c1	i	i	i	i	i	i	i	i	i	i	i
Cc1cc(C)n2nc(C(=O)N/N=C/c3c4ccccc4cc4ccccc34)nc2n1	i	i	i	i	i	i	i	i	i	i	i
O=C(Nc1ccccc1NC(=O)c1ccc(F)cc1)c1ccc(F)cc1	i	i	i	i	i	i	i	i	i	i	i
CCn1ncc(Br)c1C(=O)Nc1ccc(F)cc1F	i	i	i	i	i	i	i	i	i	i	i
COc1ccc(/C=C/C(=O)c2ccccc2)cc1COc1ccc(F)cc1	i	i	i	i	i	i	i	i	i	i	i
CC(C)C(C(=O)Nc1nccs1)N1C(=O)c2ccccc2C1=O (stereo not given)	i	i	i	i	i	i	i	i	i	i	i
CCCCN(C(=O)NC(=O)Nc1ccc(C)cn1)S(C)(=O)=O	i	i	i	i	i	i	i	i	i	i	i
CC1(C)CC(=O)C=C(NCCN2CCNCC2)C1	/	i	i	i	i	i	i	i	i	i	i
COc1ccc2c(C)cc(N3CCOCC3)nc2c1	i	i	i	i	i	i	i	i	i	i	i
COc1cc(OC)cc(C(=O)N[C@H](C(=O)OCC(=O)c2ccc(F)cc2)C(C)C)c1	i	i	i	i	i	i	i	i	i	i	i
O=C1C2CCCN2C(c2ccccc2F)N1c1cccc(Cl)c1 (stereo not given)	i	i	i	i	i	i	i	i	i	i	i
CC1CCN(C(c2cc3cc4c(cc3[nH]c2=O)OCO4)c2nnnn2CC2CCCO2)CC1 (stereo not given)	i	i	i	i	i	i	i	i	i	i	i
COc1ccc(Cl)c(NC(=O)C/C(C)=N/NC(=O)CCc2ccccc2)c1	i	i	i	i	i	i	i	i	i	i	i
CCOC(=O)CP(=O)(c1ccccc1)c1ccccc1	i	i	i	i	i	i	i	i	i	i	i
O=C(NCCNc1ccc(Cl)cc1[N+](=O)[O-])c1cccnc1	i	i	i	i	i	i	i	i	i	i	i
COc1ccc(S(=O)(=O)N2CCCCCC2)cc1NC(=O)c1c2c(nc3ccccc13)CCN(Cc1ccccc1)C2	i	i	i	i	i	i	i	i	i	i	i
CN(C)S(=O)(=O)n1cc(/C=C(\NC(=O)c2ccccc2Cl)C(=O)NCCCn2ccnc2)c2ccccc21	i	i	i	i	i	i	i	i	i	i	i
CC(C)c1nnc(NC(=O)c2c(O)c3cccc4c3n(c2=O)CCC4)s1	i	i	i	i	i	i	i	i	i	i	i
O=C(c1cc([N+](=O)[O-])ccc1N1CCOCC1)N1CCN(S(=O)(=O)c2ccc(F)cc2)CC1	i	i	i	i	i	i	i	i	i	i	i
(cont.)
SMILES	ANO1 activ	TRPC6 activator	RGS4 inh	TRPC4 block	TRPC4 act	MrgX1 allo act	TMEM16A inh	MrgX1 agonist	TRPC4 PAM	TRPC6 inh	MrgX1 antag
CN(C)c1ccc(CNCc2cccnc2)cc1	i	i	i	i	i	i	i	i	i	i	i
Cc1ccccc1Cn1cnc2c([N+](=O)[O-])c(C)c(C)cc21	i	i	i	i	i	i	i	i	i	i	i
CC1(C)CC2c3cccc(C(=O)O)c3C(=O)N2c2c1ccc1ccccc21 (stereo not given)	i	i	i	i	i	i	i	i	i	i	i
O[C@@H]([C@H](O)[C@H](O)CBr)[C@H](O)CBr	i	i	i	i	i	i	i	i	i	i	i
CCOC(=O)C(=O)NCC(c1cccs1)S(=O)(=O)c1ccc(F)cc1 (stereo not given)	i	i	i	i	i	i	i	i	i	i	i
O=C(CCNS(=O)(=O)c1ccccc1)N1CCCCCCC1	i	i	i	i	i	i	i	i	i	i	i
Cc1nc(SCC(=O)O)n[nH]1	i	i	i	i	i	i	i	i	i	i	i
CCOC(=O)c1c(C)[nH]c(C(=O)COC(=O)CNC(=O)c2ccc(Cl)cc2)c1C	i	i	i	i	i	i	i	i	i	i	i

High-throughput results as filed in PubChem.
